NSD2 block = inhibitors of human NSD2 methyltransferase; NSD2-SET H3K36me1 DELFIA fluorescence, biochemical; inhibition, % at 12.5 µM; actives 0.07% (n = 44,000); AID 624260; in the data active = inhibition above about 54%, passing the limit was not always enough;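 also: inhibitors reduce the monomethyl H3K36 fluorescence signal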
Target sequence (O96028 whole entry, looked up): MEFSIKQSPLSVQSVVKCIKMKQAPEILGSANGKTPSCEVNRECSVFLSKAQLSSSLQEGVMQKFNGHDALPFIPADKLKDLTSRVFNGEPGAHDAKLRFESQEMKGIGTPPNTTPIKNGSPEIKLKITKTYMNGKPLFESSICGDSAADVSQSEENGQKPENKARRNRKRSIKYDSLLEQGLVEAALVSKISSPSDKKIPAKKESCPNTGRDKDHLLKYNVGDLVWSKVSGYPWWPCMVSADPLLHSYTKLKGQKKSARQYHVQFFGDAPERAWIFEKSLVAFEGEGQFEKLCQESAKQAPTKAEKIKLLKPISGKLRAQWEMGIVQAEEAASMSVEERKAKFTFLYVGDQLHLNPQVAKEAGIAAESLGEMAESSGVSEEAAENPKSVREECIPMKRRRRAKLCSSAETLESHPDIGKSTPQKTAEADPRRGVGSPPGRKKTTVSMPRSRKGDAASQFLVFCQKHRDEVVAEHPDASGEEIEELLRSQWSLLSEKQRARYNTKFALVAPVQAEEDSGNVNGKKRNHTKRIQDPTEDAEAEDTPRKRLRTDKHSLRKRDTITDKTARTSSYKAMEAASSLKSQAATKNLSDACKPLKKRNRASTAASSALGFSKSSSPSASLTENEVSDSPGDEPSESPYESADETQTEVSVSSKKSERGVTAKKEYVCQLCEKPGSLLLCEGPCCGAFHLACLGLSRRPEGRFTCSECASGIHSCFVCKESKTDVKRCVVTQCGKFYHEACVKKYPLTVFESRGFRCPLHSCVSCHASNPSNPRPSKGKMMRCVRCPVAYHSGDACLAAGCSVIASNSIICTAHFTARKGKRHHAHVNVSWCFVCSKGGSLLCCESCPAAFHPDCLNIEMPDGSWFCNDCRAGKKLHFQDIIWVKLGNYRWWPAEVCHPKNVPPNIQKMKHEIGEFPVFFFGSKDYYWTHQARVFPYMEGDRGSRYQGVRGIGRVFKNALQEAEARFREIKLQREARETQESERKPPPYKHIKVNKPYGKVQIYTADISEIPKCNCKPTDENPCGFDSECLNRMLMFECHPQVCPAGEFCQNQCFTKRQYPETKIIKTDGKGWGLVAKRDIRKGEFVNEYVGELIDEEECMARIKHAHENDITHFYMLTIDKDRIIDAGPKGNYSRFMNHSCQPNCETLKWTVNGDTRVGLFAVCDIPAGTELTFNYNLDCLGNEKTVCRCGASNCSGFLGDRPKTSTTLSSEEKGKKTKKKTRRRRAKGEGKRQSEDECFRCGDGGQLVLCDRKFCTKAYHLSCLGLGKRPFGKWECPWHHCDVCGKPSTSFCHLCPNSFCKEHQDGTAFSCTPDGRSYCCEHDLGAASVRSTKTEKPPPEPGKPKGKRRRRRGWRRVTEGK
An asterisk follows results filed as active.

SMILES	NSD2 block
C[C@@H]1CN([C@H](C)CO)C(=O)c2cc(/C=C/c3ccccc3)cnc2O[C@H]1CN(C)C(=O)CN(C)C	3
C[C@@H]1CCCCO[C@@H](CN(C)C(=O)Nc2cccc3ccccc23)[C@@H](C)CN([C@H](C)CO)C(=O)c2cc(NS(=O)(=O)c3ccc(Cl)cc3)ccc2O1	-5
C[C@@H]1CN([C@@H](C)CO)C(=O)c2cc(-c3ccccc3)cnc2O[C@@H]1CN(C)C(=O)Cc1ccccc1	-7
O=C(NO)c1cccc(C(=O)N/N=C/c2ccc(I)cc2)c1	-5
C[C@@H]1CN([C@H](C)CO)C(=O)c2cc(C#CCN(C)C)cnc2O[C@H]1CN(C)S(=O)(=O)c1ccccc1	0
C[C@H]1CN([C@@H](C)CO)C(=O)c2cccc(NC(=O)c3ccncc3)c2O[C@H]1CN(C)S(=O)(=O)c1cn(C)cn1	-16
COc1ccccc1-c1ccc2c(c1)O[C@@H](CN(C)S(=O)(=O)c1ccc(F)cc1)[C@H](C)CN([C@H](C)CO)S2(=O)=O	0
COc1ccc(NC(=O)N(C)C[C@H]2Oc3cc(-c4ccncc4)ccc3S(=O)(=O)N([C@H](C)CO)C[C@H]2C)cc1	-2
O=C(C[C@H]1C=C[C@H](NS(=O)(=O)c2ccccc2)[C@H](CO)O1)NCc1ccc(Cl)c(Cl)c1	-3
CC(=O)n1cc([C@@H]2C=C(C(=O)N3CCCCCCC3)O[C@H](OCc3ccc(CO)cc3)C2)c2ccccc21	4
COC(=O)C[C@@H]1C[C@@H]2c3cc(NS(=O)(=O)c4ccc(OC)cc4)ccc3O[C@@H]2[C@@H](CO)O1	-2
O=C(O)[C@H]1O[C@@H](Oc2cc(O)c3c(=O)c(-c4ccc(O)cc4)coc3c2)[C@H](O)[C@@H](O)[C@@H]1O	0
C[C@H]1CN([C@@H](C)CO)C(=O)c2cc(NC(=O)CCC(F)(F)F)ccc2O[C@H]1CN(C)Cc1ccc(C(=O)O)cc1	-2
O=C(NO)c1cccc(C(=O)N/N=C/c2ccoc2)c1	-3
COc1ccc(CN(C)C[C@H]2Oc3ccc(NC(=O)Cc4ccccc4)cc3C(=O)N([C@H](C)CO)C[C@H]2C)cc1	-1
C[C@H](CO)N1C[C@H](C)[C@@H](CN(C)Cc2ccc(Cl)c(Cl)c2)Oc2ccc(NC(=O)Cc3ccccc3)cc2CC1=O	4
C[C@H]1CN([C@@H](C)CO)C(=O)c2cc(-c3cccc(C#N)c3)cnc2O[C@H]1CN(C)C(=O)c1cnccn1	2
Cc1noc(C)c1S(=O)(=O)N(C)C[C@@H]1OCCCC[C@H](C)Oc2ccc(NS(C)(=O)=O)cc2C(=O)N([C@H](C)CO)C[C@H]1C	-2
C[C@@H]1CN([C@H](C)CO)C(=O)c2cc(-c3cncnc3)cnc2O[C@@H]1CN(C)C(=O)c1cccc(F)c1	4
O=C(O)C[C@H]1C=C[C@@H](NC(=O)Nc2ccccc2)[C@H](CO)O1	4
C=C(C)C1Cc2cc(C(C)=O)ccc2O1 (stereo not given)	8
CCCN(C)C[C@H]1Oc2cc(-c3cccc(OC)c3)ccc2S(=O)(=O)N([C@H](C)CO)C[C@H]1C	-2
CCOC(=O)[C@H](CCc1ccccc1)N[C@@H](C)C(=O)N1C(C(=O)O)C[C@@H]2CCC[C@@H]21 (stereo not given in full)	3
C[C@H]1CN([C@@H](C)CO)S(=O)(=O)c2ccc(C#Cc3ccccc3)cc2O[C@H]1CN(C)C(=O)c1ccccn1	0
COCC(=O)Nc1ccc2c(c1)[C@@H]1C[C@H](CC(=O)NCC3CC3)O[C@H](CO)[C@@H]1O2	0
SMILES	NSD2 block
C[C@@H]1CN([C@@H](C)CO)C(=O)c2cc(N(C)C)ccc2O[C@@H]1CN(C)S(=O)(=O)c1ccc(F)cc1	-5
C[C@@H]1CN([C@@H](C)CO)C(=O)c2cc(NS(=O)(=O)c3ccccc3)ccc2O[C@H]1CN(C)Cc1ccc(Oc2ccccc2)cc1	-7
C[C@@H]1CN([C@H](C)CO)C(=O)c2cccc(NC(=O)CCCCCC(=O)Nc3ccccc3N)c2O[C@@H]1CN(C)CC1CCCCC1	-3
O=C(NO)c1cccc(C(=O)N/N=C/c2ccc(F)c(Oc3ccccc3)c2)c1	-15
C[C@@H]1CN([C@H](C)CO)C(=O)Cc2cc(NC(=O)Cc3cn(C)c4ccccc34)ccc2O[C@H]1CN(C)S(=O)(=O)c1cn(C)cn1	0
O=C(c1ccc2c(c1)CCO2)N1CCN(C(c2ccccc2)c2ccccc2)CC1	-2
CN1CCN(C(=O)C[C@@H]2C[C@@H]3c4cc(NC(=O)Nc5ccccc5F)ccc4O[C@@H]3[C@@H](CO)O2)CC1	-1
COc1ccc(S(=O)(=O)Nc2cccc3c2O[C@@H](CN(C)Cc2ccc(C(F)(F)F)cc2)[C@@H](C)CN([C@H](C)CO)C3=O)cc1	-3
C[C@H](CO)N1C[C@H](C)[C@@H](CN(C)C(=O)Nc2ccc3c(c2)OCO3)OCc2cn(nn2)CCCC1=O	-4
C[C@@H]1CN([C@H](C)CO)S(=O)(=O)c2ccc(Br)cc2O[C@@H]1CN(C)C(=O)CC1CC1	-1
O=C(CCCCCCC(=O)N/N=C/C1=CCCCC1)NO	-3
Cc1noc(C)c1NC(=O)Nc1ccc2c(c1)CC(=O)N([C@H](C)CO)C[C@H](C)[C@H](CN(C)Cc1ccc(C(=O)Nc3ccccc3N)cc1)O2	4
C[C@@H]1CN([C@H](C)CO)C(=O)c2cccc(NS(=O)(=O)c3cccs3)c2O[C@H]1CN(C)C(=O)NC1CCCCC1	8
CNC[C@@H]1Oc2ccc(NC(=O)C3CCCCC3)cc2CC(=O)N([C@H](C)CO)C[C@H]1C	0
O=C(C1=C[C@H](c2csc3ccccc23)C[C@H](OCc2ccc(CO)cc2)O1)N1CCCCC1	-3
Cc1noc(C)c1NC(=O)Nc1ccc2c(c1)C(=O)N([C@H](C)CO)C[C@@H](C)[C@H](CN(C)CC1CCCCC1)O2	-7
c1ccc(N2CCN(Cc3nc4ccccc4[nH]3)CC2)nc1	1
C=C1C(=O)O[C@@H]2C[C@@]3(C)[C@@H](O)C[C@@H](O)C(=C)[C@@H]3C[C@H]12	4
O=C(CCCCC(=O)N/N=C/c1cccnc1)NO	-4
CC(=O)O[C@@H]1C[C@@]2(C)C(CC[C@@H]2C(C)=O)C2CCC3=CC(=O)CC[C@]3(C)C21 (stereo not given in full)	-2
CCN(/C=N/c1sc2c(c1C#N)CCCCC2)CC	3
C[C@@H]1CCCCO[C@@H](CN(C)Cc2ccccc2)[C@@H](C)CN([C@H](C)CO)C(=O)c2cc(NC(=O)Nc3ccc4c(c3)OCO4)ccc2O1	-2
C[C@@H]1CN([C@@H](C)CO)C(=O)c2cc(NC(=O)Nc3ccccc3)ccc2O[C@@H]1CN(C)C(=O)Nc1ccc(C(F)(F)F)cc1	-5
COc1ccc(C#Cc2cnc3c(c2)C(=O)N([C@H](C)CO)C[C@@H](C)[C@H](CN(C)C)O3)cc1	-2
COc1ccc(S(=O)(=O)N(C)C[C@H]2OCCCC[C@H](C)Oc3ccc(NS(C)(=O)=O)cc3C(=O)N([C@@H](C)CO)C[C@@H]2C)cc1	7
SMILES	NSD2 block
COc1ccc(S(=O)(=O)Nc2cccc3c2O[C@H](CN(C)CC2CC2)[C@@H](C)CN([C@@H](C)CO)C3=O)cc1	1
Cc1noc(C)c1S(=O)(=O)N(C)C[C@H]1Oc2ccc(NC(=O)Nc3ccc(F)cc3)cc2CC(=O)N([C@H](C)CO)C[C@H]1C	0
C[C@H](CO)N1C[C@H](C)[C@@H](CN(C)Cc2ccccc2)Oc2ncc(-c3cccnc3)cc2C1=O	2
CC(=O)N(C)C[C@H]1Oc2ncc(C#Cc3ccncc3)cc2C(=O)N([C@H](C)CO)C[C@H]1C	0
C[C@@H](NC(=O)C[C@@H]1C[C@H]2c3cc(NC(=O)Nc4ccccc4F)ccc3O[C@H]2[C@H](CO)O1)c1ccccc1	-3
COc1ccc(S(=O)(=O)Nc2cccc3c2O[C@@H](CN(C)S(=O)(=O)c2ccc(F)cc2)[C@@H](C)CN([C@H](C)CO)C3=O)cc1	0
C[C@@H]1CN([C@H](C)CO)C(=O)c2cccc(NC(=O)c3cnccn3)c2O[C@H]1CN(C)S(=O)(=O)c1cccs1	-5
CCO[C@H]1OC(C(=O)Nc2ccccc2)=C[C@@H](c2coc3ccccc3c2=O)[C@@H]1CCCO	0
COc1ccccc1NC(=O)N(C)C[C@H]1Oc2ncc(C#CCN(C)C)cc2C(=O)N([C@@H](C)CO)C[C@H]1C	-4
CCCN(C)C[C@@H]1Oc2cc(C#CCC3CCCC3)ccc2S(=O)(=O)N([C@H](C)CO)C[C@@H]1C	-1
COCC(=O)N(C)C[C@H]1Oc2ncc(C#Cc3cccnc3)cc2C(=O)N([C@H](C)CO)C[C@@H]1C	3
Cc1ccc(S(=O)(=O)Nc2ccc3c(c2)CC(=O)N([C@H](C)CO)C[C@@H](C)[C@H](CN(C)C(=O)NC2CCCCC2)O3)cc1	4
C[C@@H]1CN([C@@H](C)CO)C(=O)c2cccc(N(C)C)c2O[C@H]1CN(C)C(=O)Nc1ccc(C(F)(F)F)cc1	0
COc1ccc(S(=O)(=O)Nc2ccc3c(c2)C(=O)N([C@@H](C)CO)C[C@H](C)[C@H](CN(C)C)OCCCC[C@H](C)O3)cc1	-2
C[C@@H]1CN([C@H](C)CO)C(=O)c2cc(NC(=O)CCC(F)(F)F)ccc2O[C@@H]1CN(C)Cc1ccc2c(c1)OCO2	2
O=C(CCCCCCC(=O)Nc1ccccc1O)N/N=C/c1cccnc1Cl	-1
C[C@@H]1CN([C@H](C)CO)C(=O)Cc2cc(NS(=O)(=O)c3ccc(Cl)cc3)ccc2O[C@@H]1CN(C)C(=O)Nc1ccc(F)cc1	0
C[C@H](CO)N1C[C@H](C)[C@H](CN(C)S(=O)(=O)c2cn(C)cn2)OCc2ccccc2-c2ccccc2C1=O	7
C/C=C/c1cnc2c(c1)C(=O)N([C@H](C)CO)C[C@@H](C)[C@H](CN(C)Cc1ccccc1F)O2	-41
C/C=C/c1ccc2c(c1)O[C@@H](CN(C)C(=O)Nc1ccc(F)cc1)[C@H](C)CN([C@@H](C)CO)S2(=O)=O	-10
C[C@@H]1CN([C@H](C)CO)C(=O)c2cc(NS(=O)(=O)c3cccs3)ccc2O[C@H]1CN(C)Cc1ccccc1	4
COc1ccc(S(=O)(=O)Nc2ccc3c(c2)CC(=O)N([C@H](C)CO)C[C@@H](C)[C@H](CN(C)Cc2ccc(C(F)(F)F)cc2)O3)cc1	-6
C[C@H]1CN([C@@H](C)CO)C(=O)c2cc(C#CCN(C)C)cnc2O[C@H]1CN(C)Cc1ccc(C(=O)O)cc1	-1
C[C@H](CO)N1C[C@H](C)[C@H](CN(C)Cc2ccc(-c3ccccc3)cc2)Oc2ccc(NS(=O)(=O)c3ccc(Cl)cc3)cc2C1=O	-2
O=C(C[C@H]1C[C@H]2c3cc(NS(=O)(=O)c4ccc(F)cc4)ccc3O[C@H]2[C@@H](CO)O1)NCc1ccccc1F	3
SMILES	NSD2 block
C[C@@H]1CN([C@H](C)CO)C(=O)c2cc(NC(=O)C3CCCCC3)ccc2O[C@@H](C)CCCCO[C@@H]1CN(C)S(=O)(=O)c1cn(C)cn1	8
CC(=O)O[C@@H]1[C@@H](OC(=O)/C=C/c2ccccc2)[C@@H](OC(C)=O)[C@H](O[C@H]2[C@@H]3C=CO[C@@H](O[C@@H]4O[C@H](CO)[C@@H](O)[C@H](O)[C@H]4O)[C@@H]3[C@@]3(CO)O[C@@H]23)O[C@H]1C	-3
COCCOC(=O)N1C(=O)[C@@]2(c3cc(C#CC4=CCCCC4)ccc31)[C@H](c1ccccc1OCCO)N1[C@H](c3ccccc3)[C@H](c3ccccc3)OC(=O)[C@H]1[C@@H]2C(=O)NC[C@H](O)c1ccccc1	-4
CNC[C@@H]1Oc2c(NC(=O)c3cnccn3)cccc2C(=O)N([C@H](C)CO)C[C@@H]1C	-2
COc1ccc(C#Cc2ccc3c(c2)O[C@@H](CN(C)C)[C@@H](C)CN([C@H](C)CO)S3(=O)=O)cc1	-2
COc1ccc(CN(C)C[C@H]2Oc3ccc(NC(=O)NC(C)C)cc3CC(=O)N([C@H](C)CO)C[C@@H]2C)cc1	-3
COc1ccc(S(=O)(=O)N(C)C[C@H]2Oc3ccc(NS(=O)(=O)c4ccccc4)cc3C(=O)N([C@@H](C)CO)C[C@H]2C)cc1	-3
O=C(N/N=C/c1ccc(Br)cc1)c1ccccc1O	14

Screening data (PubChem BioAssay)

This is a subset; count on the stated rates, not on these rows.
